NOD1 NF-kB reporter: inhibition of NOD1-driven NF-kB reporter – cell-based, luminescence, uHTS, primary screen (AID 1578). 290,000 compounds, 1% hits. NOD1-driven NF-kB luciferase reporter cells, luminescence; higher % means a stronger effect. inhibition, % at 4 µM, or EC50 in µM where a hit was titrated; in the data active means inhibition mostly above about 36%, no sharp cut-off; inactive means mostly below about 34%;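 further: HEK-293T reporter cells stimulated with the NOD1 agonist gamma-tri-DAP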
UTI89 phage lysis: protection from phage-mediated lysis, alamar blue read-out – E. coli UTI89, K1F phage, bacterial capsule biogenesis inhibitors (AID 488966); 340,000 compounds, 0.02% hits; E. coli UTI89 K1F phage lysis, alamar blue, 2 h; higher % means a stronger effect; inhibition, % at 100 µM; hits with a dose series show IC50 in µM;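 active means phage lysis inhibition, versus mean bacterial control, above a set limit; inconclusive means no clear call, values can overlap the other calls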;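 further: capsule biogenesis inhibitors block K1F phage lysis so surviving cells raise fluorescence; higher fluorescence means more inhibition of phage lysis; actives were called in the ten point dose series up to 300 µM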
GPR55 beta-arrestin: GPR55 agonists via beta-arrestin recruitment, primary screen, imaging, U2OS cells, beta-arrestin-GFP redistribution (AID 1961); U2OS GPR55 beta-arrestin-GFP redistribution imaging; higher % means a stronger effect; 290,000 compounds, 0.048% hits; activation, % at 10 µM, or EC50 in µM where a hit was titrated;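 active means activation above 40% with more than 50 cells counted in the well; inconclusive means wells holding fewer than 50 cells, flagged as toxic or sparse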;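 further: U2OS osteosarcoma cells stably expressing GPR55 and beta-arrestin-GFP; plate controls were DMSO negative control for no effect and LPI positive control for full effect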
GPR55 antagonists: inhibition of LPI-stimulated GPR55 beta-arrestin translocation – imaging, U2OS, beta-arrestin-GFP, LPI agonist, primary screen (AID 2013); 290,000 compounds, 0.13% hits; U2OS GPR55 beta-arrestin-GFP translocation imaging, LPI antagonism; higher % means a stronger effect; one-dose inhibition, % at 10 µM; IC50 in µM for titrated hits;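 active means spots per cell inhibited over 60%, with over 100 cells counted and total cytoplasm intensity under 500,000; inconclusive means wells with under 100 cells, flagged as likely toxic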;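 further: U2OS cells stably carrying GPR55 and arrestin-GFP stimulated by 5 µM LPI near EC80; imaged beta-arrestin-GFP aggregate spots per cell after agonist stimulation; plate controls were LPI-stimulated DMSO wells for no effect and DMSO wells without LPI for full effect; some results filed as inactive read as strong as hits; confirmed hits need IC50 under 10 µM and bright autofluorescent wells are also inconclusive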
MgcRacGAP inhibition: MgcRacGAP GTPase-activating activity inhibitors, confirmation, biochemical, ADP Hunter fluorescence. MgcRacGAP-stimulated Rac1 GTP hydrolysis, ADP Hunter fluorescence; higher % means a stronger effect; GST-tagged Rac1 F28L mutant substrate. 340,000 compounds, 0.6% hits. one-dose inhibition, % at 30 µM; IC50 in µM for titrated hits. AID 624330;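 active means first-screen hits whose inhibition reached a set limit at any dose in the follow-up dose series; inconclusive means inhibition above the set first-screen limit but never retested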;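 further: fluorescence reports GDP produced by GAP-driven GTP hydrolysis; strong numbers were not always called active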
KOR beta-arrestin-1: kappa opioid receptor activators – cell-based, luminescence, uHTS, primary screen (AID 1777) | KOR beta-arrestin recruitment, luminescence; higher % means a stronger effect | activation, % at 10 µM, or EC50 in µM where a hit was titrated | 280,000 compounds, 0.02% hits; in the data active means activation above about 50%, passing the limit was not always enough; further: a part of the inactive calls stands beside numbers as strong as those of hits
NTR1 ag: agonists of NTR1, primary screen, imaging, U2OS cells, beta-arrestin-GFP, high content (AID 493036); NTR1-U2OS beta-arrestin-GFP spot imaging, agonist mode; 330,000 compounds, 0.17% hits; P30989; activation, % at 20 µM;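 active means activation at or above 40% of the spot to cytoplasm intensity ratio, with at least 20 cells analyzed; inconclusive means wells under 20 cells, flagged as cytotoxic or low count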;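 further: 0% = DMSO without peptide and 100% = 100 nM NTR1 peptide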
Target sequence (P30989 whole entry, looked up): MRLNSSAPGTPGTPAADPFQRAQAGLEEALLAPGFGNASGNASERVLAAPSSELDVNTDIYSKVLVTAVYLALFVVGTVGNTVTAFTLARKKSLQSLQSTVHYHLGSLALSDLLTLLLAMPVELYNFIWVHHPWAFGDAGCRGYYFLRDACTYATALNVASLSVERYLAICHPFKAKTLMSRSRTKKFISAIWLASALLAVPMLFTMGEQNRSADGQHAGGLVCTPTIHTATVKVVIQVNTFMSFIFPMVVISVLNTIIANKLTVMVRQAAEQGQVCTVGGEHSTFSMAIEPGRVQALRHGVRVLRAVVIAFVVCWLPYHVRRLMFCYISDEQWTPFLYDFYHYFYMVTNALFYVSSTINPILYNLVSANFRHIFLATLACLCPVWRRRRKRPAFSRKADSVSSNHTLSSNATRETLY
KOR beta-arrestin-2: KOR antagonists, beta-arrestin recruitment, cell-based, luminescence, uHTS (AID 1778) | inhibition, % at 10 µM; hits with a dose series show IC50 in µM | 290,000 compounds, 0.091% hits | KOR beta-arrestin recruitment, luminescence, antagonist mode; higher % means a stronger effect; in the data active means inhibition above about 50%; further: strong numbers were not always called active
GPR35 arrestin U2OS: GPR35 antagonists blocking zaprinast-driven arrestin recruitment, primary screen, imaging, U2OS, beta-arrestin-GFP, zaprinast agonist (AID 2058). U2OS GPR35 beta-arrestin-GFP translocation imaging, zaprinast antagonism; higher % means a stronger effect. one-dose inhibition, % at 10 µM; IC50 in µM for titrated hits. 290,000 compounds, 0.052% hits;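 active means inhibition of at least 50% with at least 30 cells and total cytoplasm GFP at most 10,000,000; inconclusive means under 30 cells or total GFP of 10,000,000 plus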
NTR1 ag cell count 20 µM: recorded beside NTR1 ag, whose call it bears; cell count; measured here: cell count, cytotoxicity flag
Starred values were filed as active, the others as inactive; ? = inconclusive; · = no result given; [ ] = remark or other dose. A portion of the library; the hit share may differ from the screen's.

nr	SMILES	NOD1 NF-kB reporter	UTI89 phage lysis	GPR55 beta-arrestin	GPR55 antagonists	MgcRacGAP inhibition
1	N=c1oc2cc(O)ccc2cc1C(=O)Nc1nc2ccccc2s1	-36%	3.2%[50 µM]	0.2%	14%	8%
2	Cc1ccc(S(=O)(=O)c2c(C)cc(C)nc2Cl)cc1	-3%	0.0%	-0.2%	4%	2%
3	COc1ccc(CCN2C(=O)CC(N3CCN(c4ccccn4)CC3)C2=O)cc1OC (stereo not given)	-5%	1.8%	-0.2%	0%	4%
4	Cc1ccc(N2CC(O)Cn3c2nc2c3c(=O)[nH]c(=O)n2C)cc1 (stereo not given)	1%	0.6%	-0.1%	9%	5%
5	CSc1cccc(NC(=O)C2CCCN(S(=O)(=O)c3ccc(F)cc3)C2)c1 (stereo not given)	52%	0.2%	-0.2%	16%	15%
6	O=C(COc1ccccc1Br)NCc1ccccn1	-28%	4.6%	-0.1%	-9%	-2%
7	CC(=O)Nc1ccc(S(=O)(=O)N2CCN(C(=O)N3CCCCCC3)CC2)cc1	-26%	0.1%	-0.1%	-3%	6%
8	COc1cccc(N(CC(=O)Nc2ccccc2C(=O)N2CCCC2)S(C)(=O)=O)c1	-10%	0.5%	0.3%	-2%	3%
9	O=[N+]([O-])c1ccc(-c2csc(N/N=C/c3cccnc3)n2)cc1	-30%	0.2%	0.2%	11%	8%
10	Cc1cc(NC(=O)CSc2ccccn2)cc(NC(=O)CSc2ccccn2)c1	13%	-0.3%	0.2%	-2%	3%

nr	KOR beta-arrestin-1	NTR1 ag	NTR1 ag cell count 20 µM	KOR beta-arrestin-2	GPR35 arrestin U2OS
1	2.7%	·	·	-35%	11%
2	-0.6%	-0.2	49	-41%	13%
3	-4.7%	-1.6	54	-23%	4%
4	-0.2%	2.1	62	-37%[20 µM]	5%
5	-1.1%	3.8	67	-28%	-15%
6	-3.8%	1.8	60	-1%	4%
7	-1.6%	1.1	51	-4%	-21%
8	-0.1%	0.8	42	7%	1%
9	-3.8%	0.5	53	-8%[20 µM]	-3%
10	0.9%	0.4	57	-3%	-8%

Additional structures follow:
nr	SMILES	NOD1 NF-kB reporter	UTI89 phage lysis	GPR55 beta-arrestin	GPR55 antagonists	MgcRacGAP inhibition
11	CCCCOC(=O)Nc1ccccc1C(=O)OC	3%	5.9%	-0.1%	21%	5%
12	Cc1ccccc1NCC(=O)N/N=C/c1c(C)c(C(=O)c2ccc(Cl)cc2)n2ccccc12	20%	0.8%	0.0%	15%	7%
13	CCCn1c(C)cc(C(=O)COc2ccc(S(=O)(=O)N(CC)CC)cc2[N+](=O)[O-])c1C	41%	-0.4%[50 µM]	-0.2%	-29%	8%
14	CCOC(=O)c1cc2cc([N+](=O)[O-])ccc2oc1=O	-4%	0.5%[50 µM]	-0.1%	-9%	8%
15	CCOC(=S)SCc1cn2ccc(C)cc2n1	8%	0.2%	0.0%	8%	14%
16	OC(CN1CCN(C(c2ccccc2)c2ccccc2)CC1)c1ccccc1 (stereo not given)	-4%	-0.1%	-0.1%	2%	8%
17	COc1ccc2c(c1)c(C(=O)CNc1nc(C)cs1)c(C)n2C	-32%	0.1%	-0.2%	16%	?
18	COCCn1c(CN2CCC(Cc3ccccc3)CC2)nc2c1c(=O)n(C)c(=O)n2C	35%	0.2%	-0.1%	15%	9%
19	COc1ccc(-c2nn(CCC(=O)O)cc2/C=C2\SC(N)=NC2=O)cc1OC	-8%	2.4%	-0.2%	4%	5%
20	COc1ccc(-c2nnn(CC(=O)N(CC(=O)NCCC(C)C)c3ccccc3)n2)cc1OC	-19%	-1.2%	0.1%	-8%	1%

nr	KOR beta-arrestin-1	NTR1 ag	NTR1 ag cell count 20 µM	KOR beta-arrestin-2	GPR35 arrestin U2OS
11	0.7%	0.4	41	36%	1%
12	-0.3%	7.6	52	-32%	3%
13	7.3%	3.2	76	-6%	-6%
14	-7.0%	2.4	62	25%	0%
15	1.3%	1.3	63	33%	-15%
16	3.9%	0.8	77	21%	2%
17	2.6%	0.4	52	-24%	2%
18	-0.5%	3.0	42	-22%	-2%
19	-4.5%	-1.1	48	-13%	-30%
20	0.2%	1.5	84	-24%	-5%

Screen by screen, as entered above.
Entries 12 to 15 in NTR1 ag: 7.6, 3.2, 2.4, 1.3
Entries 12 to 15 in GPR55 antagonists: 15%, -29%, -9%, 8%
Entries 12 to 15 in KOR beta-arrestin-2: -32%, -6%, 25%, 33%

Additional results follow.
nr	SMILES	NOD1 NF-kB reporter	UTI89 phage lysis	GPR55 beta-arrestin	GPR55 antagonists	MgcRacGAP inhibition
21	COc1ccc(/C=C2/SC(=S)N(CCC(=O)O)C2=O)cc1	·	2.1%	-0.1%	9%	7%
22	N#Cc1c(-c2ccccc2)nc(SCC(=O)NC2CCCCC2)[nH]c1=O	-8%	0.6%	-0.4%	2%	2%
23	CSc1ccc(S(=O)(=O)Nc2ccc(OCC(=O)N3CCOCC3)cc2)cc1	-48%	0.6%	-0.1%	6%	3%
24	CCc1ccc(NS(=O)(=O)c2c(C(=O)N3CCOCC3)c(C)n(C)c2C)cc1	-12%	12%	-0.3%	-9%	4%
25	COc1cccc(/C(C#N)=C/c2c(-c3ccc(Cl)cc3)nc3c(C)cccn23)c1	22%	-0.3%	0.2%	-12%	-13%
26	O=C(O)C1CCCN1S(=O)(=O)c1cc(Cl)ccc1Cl (stereo not given)	-5%	4.9%	-0.2%	-8%	0%
27	C[C@@]1([C@@H](NC(=O)c2cccs2)c2ccc(-c3ccccc3)cc2)C[C@H]1C1CCCCC1	-2%	1.1%	-0.1%	8%	4%
28	COc1cc(NC(=O)c2ccco2)c(OC)cc1NC(=O)CCC(=O)Nc1cccc(C)c1C	-4%	0.1%	-0.1%	9%	5%
29	COC(=O)c1cc(Br)ccc1NC(=O)CCNC(=O)c1ccco1	-9%	0.5%	-0.1%	-4%	6%
30	Cc1ccc(Cl)cc1NC(=O)COC(=O)C1CCCCC1	-14%	0.2%	-0.1%	-18%	-4%

nr	KOR beta-arrestin-1	NTR1 ag	NTR1 ag cell count 20 µM	KOR beta-arrestin-2	GPR35 arrestin U2OS
21	3.1%	2.3	88	-44%	-1%
22	8.8%	-0.5	32	6%	20%
23	0.4%	-0.1	41	-23%	0%
24	-2.5%	-1.1	55	-40%	-2%
25	1.8%	3.6	43	-3%	-13%
26	-0.6%	-0.9	45	-31%	-7%
27	0.3%	-0.2	58	-19%	-9%
28	-4.8%	0.7	84	12%	3%
29	-1.4%	-0.5	31	-13%	-3%
30	-6.2%	-0.5	67	-4%	15%

Going on with the list.
nr	SMILES	NOD1 NF-kB reporter	UTI89 phage lysis	GPR55 beta-arrestin	GPR55 antagonists	MgcRacGAP inhibition
31	Cc1ccccc1-c1nc(CS(=O)CC(=O)NC(C)CCc2ccccc2)c(C)o1 (stereo not given)	19%	-0.4%	-0.1%	-9%	0%
32	COCCNC(=O)Cn1cc(/C=C(\C#N)C(=O)NC2CC2)c2ccccc21	-4%	0.2%	0.4%	6%	-3%
33	O=C(NC1CCCCCCC1)C1=COCCO1	-13%	-0.2%	-0.1%	5%	11%
34	O=C(CN(C(=O)CCC(=O)Nc1nccs1)c1ccc(F)c(Cl)c1)NCc1ccco1	-21%	2.3%[50 µM]	0.2%	-9%	4%
35	c1ccc2cc(OCCCn3ccnc3)ccc2c1	-20%	-0.3%	-0.3%	-7%	12%
36	CSc1ccccc1NC(=O)c1cc(-c2cccnc2)nc2ccc(Br)cc12	-26%	0.8%	0.3%	3%	9%
37	CC(=C/c1ccccc1)/C=C1/SC(N2CCOCC2)=NC1=O	3%	-0.2%	-0.1%	-13%	9%
38	COc1cc(/C=N/NC(=O)C[n+]2ccccc2)cc(OC)c1OC	-15%	-2.9%	0.1%	-10%	3%
39	c1ccc2c(c1)ncn2Cc1nnc2sc(-c3ccc4c(c3)OCO4)nn12	-4%	0.3%	-0.1%	8%	5%
40	CCc1ccc(-n2c(SCC(=O)c3ccc4c(c3)NC(=O)CO4)nc3ccccc3c2=O)cc1	-13%	0.4%	-0.1%	2%	6%

nr	KOR beta-arrestin-1	NTR1 ag	NTR1 ag cell count 20 µM	KOR beta-arrestin-2	GPR35 arrestin U2OS
31	-2.5%	1.5	62	27%	14%
32	-6.5%	-1.6	105	4%	1%
33	-2.2%	-0.3	48	-12%	-2%
34	16%	-1.1	34	-26%	-16%
35	-3.2%	0.4	56	-1%[20 µM]	-5%
36	2.6%	22	56	-47%[20 µM]	-10%
37	-2.8%	0.2	74	25%	-24%
38	0.9%	1.5	47	-2%	1%
39	7.7%	0.1	91	-25%	18%
40	18%	4.5	60	-63%[20 µM]	-5%

3 records picked at random from the list so far:
nr	SMILES	NOD1 NF-kB reporter	UTI89 phage lysis	GPR55 beta-arrestin	GPR55 antagonists	MgcRacGAP inhibition
32	COCCNC(=O)Cn1cc(/C=C(\C#N)C(=O)NC2CC2)c2ccccc21	-4%	0.2%	0.4%	6%	-3%
35	c1ccc2cc(OCCCn3ccnc3)ccc2c1	-20%	-0.3%	-0.3%	-7%	12%
38	COc1cc(/C=N/NC(=O)C[n+]2ccccc2)cc(OC)c1OC	-15%	-2.9%	0.1%	-10%	3%

nr	KOR beta-arrestin-1	NTR1 ag	NTR1 ag cell count 20 µM	KOR beta-arrestin-2	GPR35 arrestin U2OS
32	-6.5%	-1.6	105	4%	1%
35	-3.2%	0.4	56	-1%[20 µM]	-5%
38	0.9%	1.5	47	-2%	1%

Screens from PubChem.
